# Source: PubChem BioAssay (National Center for Advancing Translational Sciences (NCATS))
# Nrf2 inh: blocks Nrf2 signaling; A549 ARE-Fluc reporter, luciferase luminescence, 18-24 h; Potency, µM (doses to about 46 µM), inactives show at the highest dose activity change, negative = inhibition, hits mostly inhibitors; 360,000 compounds, 2.1% hits; note: potency is the fitted concentration of half-maximal effect; % is set by controls: 0 for no effect and ±100 for the full control effect; nearly all actives have a fitted effect of over 60% in size
#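 A549 ARE_Fluc cells (5000/well, 5% FBS OPTI-MEM) pre-incubated 2 h, then treated with compounds 18-24 h at 37C/5% CO2 in concentration-response. CellTiter-Fluor viability read first; BugLite luciferase luminescence after 15 min at room temperature gives Nrf2 activity.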
# pAkt inh: blocks phosphorylation of Akt; 360,000 compounds, 0.32% hits; AID 651550; Neuro2A IGF-stimulated pAkt S473 HTRF, 20 min; hits give low values; activity change, % for hits at 50 µM; in the data active = activity change below about -80%; inconclusive = mostly about -51% to -80%; note: % is set by controls: 0 for no effect and ±100 for the full control effect
#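 Neuro2A cells (4,500/well, DMEM with 0.5% FBS) were treated with compound at a single 50 µM final concentration, stimulated with 6 nM IGF for 20 min at 37 °C, and lysed. Phospho-Akt Ser473 was read by HTRF as 665/615 ratio ×10^4.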
# Nrf2 activator: activates Nrf2 signaling; AREc32 ARE-luciferase reporter (MCF7-derived line), luminescence, 24 h; Potency, µM (top dose mostly 46.1 µM), for the others: top-dose activation, actives largely listed as activators; 410,000 compounds, 0.31% hits; AID 624171; note: potency is the fitted concentration of half-maximal effect; % of control where 0% means no effect; nearly all actives have a fitted effect of over 65% in size
#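 Luciferase luminescence (Steady-Glo, 30 min at room temperature) served as the read-out of ARE activation in AREc32 cells treated with compounds for 24 hr at 37 deg C.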
# EPAC2 antagonist: EPAC2 (human) antagonism. 360,000 compounds, 0.18% hits. Potency, µM (series often up to 114 µM), inactives show at the top dose activity, negative = inhibition, hits mostly inhibitors. EPAC2 GEF exchange of Rap1B-BODIPY-GDP, fluorescence. Q8WZA2; note: potency is the fitted concentration of half-maximal effect; % is set by controls: 0 for no effect and ±100 for the full control effect; nearly all actives have a fitted effect of over 45% in size; many of its hits are not listed in these tables
# Target sequence (Q8WZA2 whole entry, looked up): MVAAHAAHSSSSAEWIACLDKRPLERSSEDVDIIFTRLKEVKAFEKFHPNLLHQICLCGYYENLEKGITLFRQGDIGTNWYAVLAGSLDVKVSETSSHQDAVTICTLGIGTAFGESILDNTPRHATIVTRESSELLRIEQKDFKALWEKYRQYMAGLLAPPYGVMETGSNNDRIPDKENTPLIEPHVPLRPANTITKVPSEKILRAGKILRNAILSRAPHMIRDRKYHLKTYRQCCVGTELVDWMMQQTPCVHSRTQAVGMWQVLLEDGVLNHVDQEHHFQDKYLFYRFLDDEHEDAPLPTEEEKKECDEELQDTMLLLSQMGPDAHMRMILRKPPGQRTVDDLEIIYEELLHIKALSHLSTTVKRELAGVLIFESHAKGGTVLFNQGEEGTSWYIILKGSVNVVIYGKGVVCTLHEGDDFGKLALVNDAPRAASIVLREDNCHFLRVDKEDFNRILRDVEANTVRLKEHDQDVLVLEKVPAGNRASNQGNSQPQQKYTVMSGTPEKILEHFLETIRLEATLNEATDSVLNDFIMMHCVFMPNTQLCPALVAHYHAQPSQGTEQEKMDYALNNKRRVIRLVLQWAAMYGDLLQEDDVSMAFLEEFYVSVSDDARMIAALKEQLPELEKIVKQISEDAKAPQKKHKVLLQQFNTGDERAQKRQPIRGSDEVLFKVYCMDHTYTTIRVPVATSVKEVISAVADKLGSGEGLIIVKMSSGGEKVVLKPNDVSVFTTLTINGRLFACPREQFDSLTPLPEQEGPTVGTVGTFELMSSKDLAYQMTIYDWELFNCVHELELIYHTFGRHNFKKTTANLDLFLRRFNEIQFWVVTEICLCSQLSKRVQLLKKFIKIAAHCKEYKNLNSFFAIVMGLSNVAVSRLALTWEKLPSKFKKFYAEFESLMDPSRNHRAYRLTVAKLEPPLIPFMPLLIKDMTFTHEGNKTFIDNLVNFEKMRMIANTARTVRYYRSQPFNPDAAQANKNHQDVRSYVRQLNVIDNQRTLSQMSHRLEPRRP
# EPAC2 ag: activates human EPAC2 exchange factor. AID 720711. 360,000 compounds, 0.079% hits. Potency, µM (titrated, usually from 154 µM), for inactives: top-dose activation, hits mostly activators. EPAC2 activation, biochemical qHTS; response scale: 100% = 6.5 mM cAMP response. Q8WZA2; note: potency is the fitted concentration of half-maximal effect; nearly all actives have a fitted effect of over 50% in size
#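 EPAC2 (100 nM) mixed with Rap1B loaded with BODIPY-GDP (250 nM) plus 50 uM unlabeled GDP; compounds pinned in, 5 min RT, then read every 5 min for 30 min (ex 480, em 540 nm). Normalized to cAMP control.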
# CCT chaperon mod: modulators of cytosolic chaperonin (CCT/TRiC) activity | purified chaperonin ATPase assay, HTRF ADP detection, 30 min | activity change, % (test concentration not listed), hits read low | 360,000 compounds, 0.3% hits; in the data active = activity change below about -30%; note: % is set by controls: 0 for no effect and ±100 for the full control effect
#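 TRiC (40 or 20 nM final, by batch activity) in 30 mM Tris pH 7.4, 100 mM KCl, 5 mM MgCl2, 1 mM DTT was treated with compound at 76 uM single dose, then 10 uM ATP, 30 min at 37 °C. ADP was read by HTRF Transcreener.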
# MmCpn inh: M. maripaludis TRiC chaperonin inhibition; Potency, µM (series often up to 76.9 µM), for the others: at the top dose activity, negative = inhibition, most hits filed as inhibitors; purified Mm-Cpn ATPase, ADP Transcreener TR-FRET; 330,000 compounds, 0.031% hits; note: potency is the fitted concentration of half-maximal effect; % is set by controls: 0 for no effect and ±100 for the full control effect; nearly all actives have a fitted effect of over 80% in size
#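 Reaction buffer contained 30 mM Tris pH 7.4, 100 mM KCl, 5 mM MgCl2 and 1 mM DTT. Mm-CPN (25 nM final) hydrolysed 10 uM ATP over 30 min at 37°C; ADP was read by HTRF.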
# A549 viability: A549 cytotoxicity, counter-screen for Nrf2 inhibitors; A549 ARE-Fluc cells, CellTiter-Fluor viability, 18-24 h; Potency, µM (top dose mostly 46 µM), for the others: at the highest dose activity change, negative = cytotoxicity, hits mostly inhibitors; 390,000 compounds, 0.16% hits; AID 504648; note: potency is the fitted concentration of half-maximal effect; % is set by controls: 0 for no effect and ±100 for the full control effect
#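 A549 ARE-Fluc cells in 5% FBS OPTI-MEM, 5000 cells/well, rested 2 h then exposed to compounds in concentration-response for 18-24 h at 37 °C. Viability by CellTiter-Fluor fluorescence (Ex 405/Em 525) after 30 min; luciferase luminescence (BugLite, 15 min, RT) read afterwards.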
# TGFb SMAD3 inh: inhibitors of TGF-b signaling. HepG2 CAGA-GFP TGF-b/SMAD3 reporter, GFP fluorescence, 18 h; TGF-beta stimulated, 500 pg/mL final. Potency, µM (highest dose often 46.1 µM), for inactives: top-dose activity, negative = inhibition, hits mostly inhibitors. 410,000 compounds, 1.2% hits. AID 588855; note: potency is the fitted concentration of half-maximal effect; % is set by controls: 0 for no effect and ±100 for the full control effect; nearly all actives have a fitted effect of over 65% in size
#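 TGF-beta reporter screen: HEPG2 CAGA-GFP, 1% FBS, 500 pg/mL TGF-beta final, 18 h; per-cell GFP summed per well; curves fitted and categorized by class.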
# Numbers without * were called inactive; i = inactive; ? = inconclusive; . = not tested or not shown; [ ] = another dose, or the depositor's remark. Unless noted, calls come from the whole dose curve; as a rule, active = well fitted curve in the direction sought with a large enough effect; inconclusive = small, poorly fitted or top-dose-only effect, or another doubt; inactive = no such curve, though single readings can be large; an effect the other way counts as inactive or inconclusive. These rows are one share of the data; the hit share may differ from the screen's.
SMILES,Nrf2 inh,pAkt inh,Nrf2 activator,EPAC2 antagonist,EPAC2 ag,CCT chaperon mod,MmCpn inh,A549 viability,TGFb SMAD3 inh
COc1ccc(Cl)cc1NC(=O)Cn1c(=O)n(CCC(=O)NCc2ccc3c(c2)OCO3)c(=O)c2ccccc21,?,.,-0.8%,.,.,.,.,-19.1%,-5.4%
COc1ccc(C(=O)NC(=S)NNC(=O)c2ccccc2O)cc1,?,i,-0.3%,19.8%,-2.2%,-0.8,1.3%,-23.1%,-13.3%
CCOC(=O)CSC1=C(C#N)C(c2ccccc2Cl)C(C(=O)OC)C(=O)N1 (centres undefined),3.6%,i,0.2%,-1.7%,5.2%,1.3,-1.0%,2.4%,-0.1%
O=C(O)CCCC(=O)NS(=O)(=O)c1ccc(Cl)cc1,8.1%,i,0.4%,8.2%,-3.9%,-7.0,1.7%,3.6%,10.0%
CCCCCCCCCCCC(=O)NC(Cc1ccc(OC)c([N+](=O)[O-])c1)C(=O)O (centres undefined),-7.7%,i,-0.5%,?,-16.0%,2.0,-1.5%,-2.8%,?
COc1ccc(C(CCc2cc(OC)c(OC)c(OC)c2)NC(C)=O)cc1 (centres undefined),-0.2%,i,-0.1%,-4.1%,7.2%,-1.8,.,-3.1%,-5.2%
CCSCc1nnc(SCC(=O)Nc2ccc(F)cc2)n1CC,8.6%,i,0.0%,9.1%,-5.2%,1.8,1.9%,-3.9%,7.5%
O=C(CSc1nnc(-c2ccco2)n1Cc1ccco1)NCc1cccs1,-0.7%,i,-0.8%,4.4%,2.6%,1.4,-0.9%,0.2%,-1.9%
Cc1nn(CCC#N)c2[nH]c(=O)cc(C(F)(F)F)c12,4.2%,i,-0.8%,-8.2%,3.0%,0.0,0.2%,-9.1%,-11.1%
CSc1nc2ccc(NS(=O)(=O)c3ccccc3F)cc2s1,4.0%,i,2.1%,1.0%,6.1%,0.4,-0.4%,4.1%,3.6%
Cc1ccc(N(CN2CCCC2=O)C(=O)c2ccc(C)c(C)c2)cc1,?,i,-0.7%,6.6%[57.1 µM],-6.1%,-2.2,-0.1%,-13.7%,-16.3%
O=C1c2[nH]nc(-c3ccccc3O)c2C(c2cccc(Cl)c2)N1Cc1cccnc1 (centres undefined),-13.3%,.,4.5%,.,.,.,.,-6.7%,-6.2%
CC(=O)Oc1ccc(/C=N/NS(=O)(=O)c2ccc(C)cc2)c(OC(C)=O)c1,-3.9%,i,3.0%,8.3%,11.8%,-2.0,-1.0%,3.4%,-4.9%
COc1ccccc1CNC(=O)CCCN1C(=O)CSc2c1c(C)nn2-c1ccccc1,-24.3%,.,-0.9%,.,.,.,.,-1.3%,-16.4%
O=C(C(=O)N1CCCc2ccccc21)c1cn(CC(=O)N2CCOCC2)c2ccccc12,4.5%,i,3.7%,3.1%,7.0%,-1.0,-2.0%,-6.3%,14.5%
Cc1nn(-c2ccccc2)c(Cl)c1C(=O)N1CCN(c2ncnc3c2cnn3-c2ccccc2)CC1,20.6µM*,i,-0.6%,-3.9%,8.2%,-1.3,0.7%,?,?
O=C(NCCN1CCOCC1)C(=O)NCC1OCCCN1S(=O)(=O)c1ccc(F)cc1 (centres undefined),4.9%,i,0.1%,6.1%,2.2%,1.1,-0.4%,-1.1%,-7.5%
O=C(NCc1ccccn1)c1ccc(NS(=O)(=O)c2cccc(Cl)c2)cc1,?,i,0.3%,-6.4%,6.3%,-14.2,-1.5%,-1.2%,0.0%
COc1cc(C(=O)OCC(=O)Nc2cccc(S(=O)(=O)N3CCCC3)c2)ccc1OCC(C)C,5.1%,i,2.4%,-6.9%,1.5%,-2.7,-4.5%,-2.5%,-17.4%
Cc1ccccc1NC(=O)COC(=O)c1ccccc1SCC(=O)N1CCCC1,-6.3%,i,-0.9%,10.1%,-4.7%,-4.1,-8.8%,-1.1%,17.0%
O=C(NC(=S)Nc1ccccc1Br)C1CCCCC1,13.2%,i,3.4%,-10.3%,9.4%,-3.6,0.8%,10.4%,0.0%
COc1ccc(NC(=O)CC(=O)Nc2ccc(OC)cc2)cc1,-12.1%,i,-0.3%,-4.2%,-8.3%,1.9,.,-4.4%,0.0%
COc1ccc(CNn2c(-c3cccc(C)c3)nc3ccccc3c2=O)cc1OC,-23.9%,i,0.1%,-23.8%,3.9%,2.7,-10.9%,1.9%,10.2%
CCC(=O)OCC(=O)Nc1ccc2c(c1)OCO2,3.6%,i,0.6%,-0.8%,4.8%,-2.2,0.8%,1.0%,16.5%
CCc1ccc(N2CCn3c2nc2c3c(=O)n(Cc3cccc(C)c3)c(=O)n2C)cc1,8.6%,.,-0.8%,.,.,.,.,-2.5%,-1.4%
O=[N+]([O-])c1ccc(O)c(/C=N/Nc2ccccc2[N+](=O)[O-])c1,-28.6%,i,16.2%,-6.6%,4.5%,0.6,1.1%,?,0.0%
CCCCN1CC[C@H]2C=CC[C@@H](C(=O)Nc3ccc(Cl)cc3Cl)[C@H]2C1=O,4.3%,i,3.8%,7.5%,9.9%,-4.0,.,4.2%,?
COc1ccc(CN(C)C(=O)c2cc(S(=O)(=O)NCc3ccccc3)ccc2C)c(OC)c1,-20.0%,i,0.3%,-16.6%,13.3%,-1.4,0.3%,-17.6%,?
O=S(=O)(c1ccccc1)c1cnc(-c2cccnc2)nc1-c1ccc(Cl)c(Cl)c1,9.3%,i,0.0%,-0.9%[57.1 µM],5.2%,2.2,1.8%,14.1%,2.2%
COc1ccc(C/C(C)=N/NC(=S)Nc2ccccc2F)cc1,?,i,3.1%,1.3%,0.4%,-1.4,1.1%,1.0%,?
CCNC(=O)c1c(O)c2c([nH]c1=O)CCCC2,-13.6%,i,-0.6%,5.0%,-4.2%,-1.1,0.6%,-0.2%,-2.0%
CN(Cc1ccccc1Br)C(=O)CN1C(=O)NC2(CCCCCC2)C1=O,6.4%,i,0.1%,-2.0%,5.8%,-0.7,3.1%,-0.6%,-24.9%
CC1CN(Cc2nc3c(c(=O)[nH]c(=O)n3C)n2CC(N)=O)CC(C)O1 (centres undefined),1.2%,i,0.2%,4.6%,-1.6%,-0.8,-0.5%,-0.7%,-0.1%
CN(C=[N+](C)C)c1cccc2c1C(=O)c1ccccc1C2=O,-22.1%,i,0.2%[9.22 µM],4.8%,-3.4%,-3.0,0.5%,-0.8%,-8.9%
CCC(C(=O)NC(C)(C)C)N(C(=O)Cn1nnc(-c2cccs2)n1)c1cnc2ccccc2c1 (centres undefined),-9.1%,i,0.2%,-6.2%,14.8%,-1.3,0.3%,-6.9%,10.2%
CC(=O)NNC(=O)c1sc(=S)n2c1[nH]c(=O)c1sccc12,12.1%,i,1.0%,?,-2.1%,2.5,-10.5%,-8.5%,?
O=C1c2ccccc2NC(c2ccccc2F)N1NS(=O)(=O)c1ccccc1 (centres undefined),-3.4%,i,0.0%,-3.9%,17.6%,-3.9,1.7%,1.8%,0.5%
COc1ccc(Cl)cc1NC(=O)C1(c2cccs2)CCOCC1,-17.2%,i,2.2%,-8.2%,15.6%,-6.1,-0.4%,2.8%,-10.8%
Cc1cc(C)cc(-c2nnc(SCC(=O)c3ccc4c(c3)OCCO4)o2)c1,-21.2%,i,-0.5%,0.0%,6.6%,0.4,-0.4%,14.1%,-0.9%
Cc1ccc(OCCC(=O)NNC(=O)c2ccncc2)cc1,.,i,0.5%,-11.1%,-6.3%,2.4,.,.,-5.4%
CCn1c(SCC(=O)N/N=C(\C)c2ccco2)nnc1-c1ccccc1,0.1%,i,3.1%,1.7%,5.3%,-3.1,-0.5%,0.6%,-14.7%
Cc1ccc(NC(=O)c2ccc(N/N=C/c3cccc(O)c3)c([N+](=O)[O-])c2)cc1,18.4µM*,i,2.6%,-3.1%,0.4%,-0.2,-0.9%,?,-3.1%
C[C@H]1CN(c2ccc(Br)cc2)C(=O)[C@@H]1CC(=O)Nc1ccccc1,.,i,-0.1%,-8.6%,8.6%,-0.9,.,.,21.7%
O=C(c1cc(COc2ccc(F)cc2Cl)on1)N1C[C@H]2CC[C@H]1C2,?,i,6.3%,?,-2.6%,-0.7,-1.6%,?,1.3%
COc1ccc(NC(=O)C2CCC(C(C)(C)C)CC2)cc1S(=O)(=O)N1CCOCC1 (centres undefined),?,i,-0.1%,-7.9%,-15.7%,1.2,1.2%,-0.3%,-22.7%
O=C(CCS(=O)(=O)c1ccc(Br)cc1)N1CCN(c2ccc(F)cc2)CC1,10.8%,.,1.0%,-3.0%,3.2%,0.7,-1.1%,-1.3%,-27.8%
CCOC(=O)N1CCN(C(=O)CN2C(=O)c3ccccc3S2(=O)=O)CC1,7.8%,i,0.6%,7.7%,1.0%,-0.5,-0.1%,-4.8%,-9.4%
CCOc1ccc(NC(=O)Nc2cc(C(=O)O)ccc2N2CC3CC(C2)c2cccc(=O)n2C3)cc1 (centres undefined),8.3%,i,-0.9%,1.3%,-5.2%,0.6,-3.1%,13.2%,-1.3%
COCCn1c(SCc2nc3ccccc3s2)nc2ccccc21,?,i,9.5%,-5.3%,14.6%,-7.0,0.3%,0.6%,-0.1%
